PKA-R1A act = PKA-R1A complex activation; hit rate 0.083% among 340,000; PKA-R1A dissociation, Cy5-IP20 fluorescence polarization; scaled: DMSO 0%, 113 µM cGMP 100%; activation, % at 11.4 µM;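 active = percent activation above the mean of all tested compounds plus 3 SD, cut at about 19% in these data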;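 note: higher means more PKAc released from R1A so a rise in polarization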
Ecoli viability = reduces bacterial viability in AddAB counter-screen. E. coli V3065 growth, OD600 absorbance, 18 h. inhibition, % at 11.9 µM. hit rate 0.27% among 330,000. AID 449728;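 active = inhibition above the campaign's mean inhibition across all tested compounds plus 3 SD, cut at about 9.9% in these data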;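 note: uninfected addAB+ strain grown without phage in ampicillin broth; 0% = DMSO wells and 100% = ciprofloxacin 0.95 µg/ml wells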
Tat export inh = inhibitors of E. coli Tat protein transport; AID 488895; E. coli MC4100 TorA-mCherry Tat export, fluorescence; hit rate 0.036% among 340,000; inhibition, % at 10 µM;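 active = mean replicate inhibition at least 50% and at least half of replicates individually reaching 50%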;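 note: exported cargo escapes ClpAP degradation while cytoplasmic cargo is degraded and loses fluorescence; 0% = median of neutral control wells and 100% = median of NaSCN control wells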
SUMO Mot1 rescue = SUMOylation pathway inhibition by Mot1-301 growth rescue; hit rate 1% among 320,000; AID 2716; S. cerevisiae Mot1-301 growth rescue, ATP luminescence, 38.5C; percent above DMSO median, 100 means doubled; growth rescue, % at 18.8 µM;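 active = every valid replicate shows activation above 250% relative to neutral control wells; inactive = the rest, any valid replicate at or below 250%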;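 note: OY570 slx delta 5 strain wells were the positive control but not used for scaling; some compounds called inactive have numbers as strong as hits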
PfHsp90 yeast 2 = growth inhibition of yeast expressing Plasmodium Hsp90 | S. cerevisiae expressing PfHsp90, BacTiter-Glo ATP, 48 h; yeast lacking PDR1 and PDR3 efflux regulators | inhibition, % at 9.4 µM | hit rate 0.32% among 310,000 | AID 504621;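 active = every replicate shows inhibition above about 80%, whatever the replicate mean, limit read from the data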;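 note: 0% = DMSO neutral controls and 100% = 20 µM radicicol positive controls; yeast relying on Plasmodium falciparum Hsp90 in place of its own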
OPRM1-OPRD1 ag = agonists of human mu-delta opioid receptor heterodimerization | AID 504326 | P35372+P41143 | activation, % at 9.3 µM | hit rate 0.3% among 340,000 | cells, OPRM1-OPRD1 heterodimerization, luminescence; in the data active = activation above about 18%;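 note: 0% = vehicle-treated cells and 100% = reference agonist; values of inactives mirror those of a sister screen read the other way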
MOR-DOR inv ag = mu-delta opioid heterodimer inverse agonism | P35372+P41143 | cell-based MOR-DOR heterodimer luminescence | inhibition, % at 9.3 µM | hit rate 0.21% among 340,000 | AID 504357; in the data active = inhibition above about 22%, passing the limit was not always enough;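 note: 0% = cells with DMSO and 100% = wells without cells with DMSO; values of inactives mirror those of a sister screen read the other way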
Arrestin-AP2 inh = inhibitors of human beta-arrestin and AP2 interaction; FITC-arrestin peptide / GST-AP2 beads, flow cytometry; AP2 beta2 appendage carries R879A mutation; inhibition, % at 10 µM; hit rate 0.31% among 340,000;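 active = inhibition above a set limit, near 3 SD of compounds lacking own fluorescence, cut at about 54% in these data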;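 note: plate controls were DMSO wells for no effect and 5 µM unlabelled arrestin peptide for full effect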
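Test system: GST-tagged AP2 beta2-adaptin appendage (R879A) on 4 µm glutathione beads; also added: fluorescein-tagged arrestin peptide at 50 nM final; timing: 12 min plus 1 h, RT; signal: flow cytometry, FL1 (488/535 nm); read-out: percent drop in bead-associated FITC signal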
Pemphigus Ab inh = human desmoglein-3 autoantibody binding inhibition; P32926; hit rate 0.48% among 310,000; binding (percent of control), % at 10 µM; DSG3-coupled beads, scFv-anti-DSG3-GFP binding, flow cytometry; active compounds read low;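 active = binding more than 3 SD below its plate's average and above zero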;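 note: hits lower antibody fragment binding to DSG3; some compounds called inactive have numbers as strong as hits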
Target sequence (P32926 whole entry, looked up, the tested form may be a part): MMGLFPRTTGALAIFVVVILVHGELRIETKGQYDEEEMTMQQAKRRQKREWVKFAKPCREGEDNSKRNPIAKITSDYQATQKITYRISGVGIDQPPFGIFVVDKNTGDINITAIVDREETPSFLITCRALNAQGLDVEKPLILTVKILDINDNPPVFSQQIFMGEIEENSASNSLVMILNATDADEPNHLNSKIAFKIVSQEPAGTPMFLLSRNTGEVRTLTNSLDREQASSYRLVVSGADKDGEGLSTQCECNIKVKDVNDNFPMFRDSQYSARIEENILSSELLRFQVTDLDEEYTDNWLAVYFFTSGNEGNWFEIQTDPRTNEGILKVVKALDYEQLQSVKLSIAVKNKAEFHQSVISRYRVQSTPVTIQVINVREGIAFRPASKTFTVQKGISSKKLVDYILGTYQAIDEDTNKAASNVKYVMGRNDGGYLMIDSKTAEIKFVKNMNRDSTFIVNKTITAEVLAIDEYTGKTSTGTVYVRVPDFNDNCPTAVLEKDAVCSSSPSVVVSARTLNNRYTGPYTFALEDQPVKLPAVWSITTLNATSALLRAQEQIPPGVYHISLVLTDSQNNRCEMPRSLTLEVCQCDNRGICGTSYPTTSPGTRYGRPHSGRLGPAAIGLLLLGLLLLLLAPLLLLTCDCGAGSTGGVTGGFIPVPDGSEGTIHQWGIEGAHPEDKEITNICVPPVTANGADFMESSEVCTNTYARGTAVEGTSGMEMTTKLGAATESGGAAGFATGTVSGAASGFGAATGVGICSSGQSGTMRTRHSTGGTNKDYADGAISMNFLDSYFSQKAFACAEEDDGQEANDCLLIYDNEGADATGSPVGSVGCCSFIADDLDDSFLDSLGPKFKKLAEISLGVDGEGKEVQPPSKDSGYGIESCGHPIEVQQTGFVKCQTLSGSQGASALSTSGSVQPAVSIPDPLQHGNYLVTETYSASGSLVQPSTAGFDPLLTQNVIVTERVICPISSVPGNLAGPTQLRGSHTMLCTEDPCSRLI
AddAB inh = less growth of phage-infected E. coli with AddAB; E. coli expressing H. pylori AddAB, absorbance growth; inhibition, % at 11.9 µM; hit rate 0.29% among 330,000; AID 435030; in the data active = inhibition above about 12%;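 note: 0% = vehicle wells of infected cells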
phage Ecoli inh = E. coli growth loss with phage present; growth absorbance; inhibition, % at 11.9 µM; hit rate 0.26% among 360,000; AID 651602; in the data active = inhibition above about 11%
* hit, by the source's call; x = no result given. Not all compounds are listed. The share of hits here may be higher or lower than overall.

molecule,PKA-R1A act,Ecoli viability,Tat export inh,SUMO Mot1 rescue,PfHsp90 yeast 2,OPRM1-OPRD1 ag,MOR-DOR inv ag,Arrestin-AP2 inh,Pemphigus Ab inh,AddAB inh,phage Ecoli inh
COC(=O)C1=C(c2cc3ccccc3s2)C[C@@H]2CC[C@H]1N2C(=O)NCc1ccc(C(F)(F)F)cc1,-1,-0.9,6,-10,15,0.4,-2,-6,102,1.7,1.3
c1cc2n(c1)-c1c(ccc3c1OCO3)CNC2c1ccc2c(c1)OCO2 (stereo unspecified),3,1.8,-11,11,x,2.3,-12,36,110,1.4,0.9
COc1ccc(NC(c2ccccc2)P(=O)(Oc2ccccc2)Oc2ccccc2)cc1 (stereo unspecified),-8,0.4,3,-17,26,-0.5,3,-9,101,4.4,2.3
CCOC(=O)c1nc2ccccc2c(=O)n1-c1ccc(C)cc1,1,0.0,-3,-8,-10,-3.7,15,-3,x,3.0,-0.9
COC(=O)C1=C(c2ccc(C(C)=O)cc2)C[C@@H]2CC[C@H]1N2C(=O)NCCO,-11,-1.5,-10,3,6,-4.1,19,23,102,1.5,3.3
O=c1cccc2n1CC1CC2CN(Cc2c(Cl)cccc2Cl)C1 (stereo unspecified),-2,-1.9,7,17,x,-1.8,10,14,97,-0.7,2.7
COC(=O)CC1=C(C(=O)OC)C2(C(=O)Nc3c(C)cccc32)C(C#N)=C(N)O1 (stereo unspecified),10,1.8,-2,-4,-3,4.8,-24,1,104,-1.0,1.1
CC(C)(C)c1ccc(S(=O)(=O)N2CC3CC(C2)c2cccc(=O)n2C3)cc1 (stereo unspecified),-5,-4.8,-1,6,-6,2.2,-13,9,99,1.3,2.8
Fc1ccc(N2CCN(Cc3ccc4c(c3)OCO4)CC2)cc1,-10,0.9,-9,34,-11,-0.1,0,-3,99,-0.2,1.9
ClC(Cl)(Cl)c1ccccc1,3,-1.2,0,-1,x,-1.8,10,23,99,-5.1,0.8
c1ccc2c(c1)[nH]c1cnccc12,-7,2.7,8,-11,-8,0.3,-1,0,116,4.3,4.3
O=C(COC(=O)Cc1ccccc1)NNC(=O)c1ccc([N+](=O)[O-])cc1,-7,-1.2,-6,-17,-9,-2.1,9,6,x,-0.1,-0.1
Cc1cc(=O)oc2cc3c(cc12)CCCN3,-1,-1.6,-2,-14,-29,-1.4,6,7,111,0.5,0.7
Cc1[nH]nc2ccc(-c3cncc(OC[C@@H](N)Cc4c[nH]c5ccccc45)c3)cc12,-15,x,3,x,-7,17,-94,13,98,x,x
CCC(=Nc1ccc(OC)cc1OC)c1c(O)n(C)c(=O)n(C)c1=O,6,1.2,-1,-12,-13,0.9,-5,5,97,1.2,0.6
CS(=O)(=O)NCc1nnc2n1-c1ccc(Cl)cc1C(c1ccccc1)=NC2,-2,1.5,-1,-14,8,-1.7,10,3,99,0.7,0.6
O=c1[nH]c(=S)[nH]c(O)c1C(c1ccccn1)c1c(O)[nH]c(=S)[nH]c1=O,0,0.2,-1,62,0,-1.8,9,-23,107,4.2,1.7
N=c1c[n+](CC23CC4CC(CC(C4)C2)C3)[n-]o1,-11,3.6,3,8,-6,24*,-109,10,97,5.7,5.9
CCN1CCN(Cc2ccc(OC(F)(F)F)cc2)CC1,1,0.5,-5,12,2,-3.1,16,5,88,2.5,1.2
O=P(NC(c1ccccc1)c1ccccc1)(Oc1ccccc1)Oc1ccccc1,-4,-0.8,-7,1,-1,2.5,-15,-2,94,2.8,-0.2
O=c1[nH]c(CN2CC=C(c3ccccc3)CC2)nc2scc(-c3ccccc3)c12,-2,-0.5,7,-15,14,-0.5,3,-11,108,0.5,3.4
O=c1c2ccccc2nc(Cc2ccccc2)n1-c1ccccc1O,-2,1.1,1,-23,-55,-4.4,24,8,95,2.8,-0.8
O=C1CC(c2cccnc2)=NN1c1ccc(Cl)cc1Cl,4,-2.6,-4,4,-6,-1.3,8,61*,97,2.7,4.7
C/C(=N\N1CCCCCC1)c1c(O)n(-c2ccc(Cl)cc2)c(=O)[nH]c1=O,-6,1.0,-4,5,3,0.2,-1,8,102,1.9,1.3
O=C(N/N=C1/CN2CCC1CC2)c1cccc(O)c1,-1,-1.6,1,0,37,-2.8,18,-6,x,0.9,1.1

molecule,PKA-R1A act,Ecoli viability,Tat export inh,SUMO Mot1 rescue,PfHsp90 yeast 2,OPRM1-OPRD1 ag,MOR-DOR inv ag,Arrestin-AP2 inh,Pemphigus Ab inh,AddAB inh,phage Ecoli inh
CNC(C(=O)c1ccccc1)C(OC)c1cccc([N+](=O)[O-])c1 (stereo unspecified),10,0.3,-6,-6,-21,-2.5,13,9,106,-1.7,3.6
Cc1c(C=C2C(=O)N(C)C(=O)N(C)C2=O)c(=O)n(-c2ccccc2)n1C,2,0.5,-3,2,-8,0.4,-2,3,99,5.8,0.9
COc1ccc(-n2c(O)c(C(C)=NCc3ccc4c(c3)OCO4)c(=O)[nH]c2=O)cc1,-8,-2.4,0,3,10,-1.3,7,18,x,1.4,0.4
COC(=O)c1cncn1C(C)c1ccccc1 (stereo unspecified),-3,0.8,6,-10,x,-3.1,16,4,98,2.3,2.9
CCCC12CN3CCN(C1)CC(CCC)(C3)C2=O,-2,-1.5,8,-5,-1,1.3,-7,38,89,-1.2,2.4
CCOc1nc(NC(C)C)nc(N2CC3CC(C2)c2cccc(=O)n2C3)n1 (stereo unspecified),-3,1.6,0,-5,1,0.3,-2,-6,99,2.0,5.3
C=CCSc1nc2c(c(-c3ccsc3)c1C#N)CN(C)CC2,13,-1.5,-18,-18,4,-2.3,11,21,99,2.1,-0.9
CCCCN=C[C@]12CCC(O)CC1(O)CCC1[C@@H]2CC[C@]2(C)[C@H](C3C=CC(=O)O3)CCC12O (stereo partly specified),-9,0.5,8,48,15,71*,-396,2,91,1.9,1.9
CC1CN=C(NCc2ccc(F)cc2)S1 (stereo unspecified),6,-3.2,-23,5,3,-0.7,5,-7,105,-1.4,4.0
CC1=C(/C=C/c2ccccc2)CCN(C)C1,5,2.3,15,-2,x,-1.4,8,7,95,2.4,-0.1
COC(=O)C1=C(c2ccc(-c3ccccc3)c(F)c2)C[C@@H]2CC[C@H]1N2C(=O)NCc1cccc2ccccc12,-4,-0.5,-6,-4,-15,-0.4,2,33,98,-3.2,0.6
CN=C1CN(O)C(c2ccccc2)c2cc(Cl)ccc2N1 (stereo unspecified),-3,x,0,x,x,-2.3,12,36,94,x,3.0
NC(=O)Nc1cccc(C(F)(F)F)c1,-4,-0.8,-6,-12,x,-0.6,3,6,111,6.9,0.8
Cc1ccc(-c2nc3ccccc3c(=O)n2-c2cccc(O)c2)cc1,3,-2.6,-5,-16,-12,-1.2,7,-6,109,1.4,3.4
C#CCN1CCN(c2cccc(C(F)(F)F)c2)CC1,-3,1.4,4,-10,18,-0.3,1,-18,x,0.5,1.1
Cc1cccc(-n2c(O)c(C=NCCN3CCCCC3)c(=O)[nH]c2=O)c1,-13,-0.3,6,-14,1,-3.9,19,24,x,-0.2,4.3
CCN(CCCl)c1cc(CN(C)C)cc(NC(=O)c2ccc(C(=O)Nc3cc(CN(C)C)cc(N(CC)CCCl)c3)cc2)c1,10,x,13,x,22,-3.2,17,-4,107,x,6.6
COc1cccc(O)c1CN1CCCC(C(=O)c2ccccc2SC)C1 (stereo unspecified),-1,-9.4,-2,8,23,1.0,-5,8,103,0.0,3.3
CC/C(=N\NC(=O)c1ccccc1O)c1c(O)n(Cc2ccccc2)c(=O)[nH]c1=O,-1,-0.8,8,4,0,-1.9,10,-15,93,-2.0,0.5
C=Cc1cc(OC)c2c(c1)c(=O)oc1c2cc(OC)c2c(O)ccc(C3OC(C)C(O)C(C)(O)C3O)c21 (stereo unspecified),0,x,2,x,-71,0.8,-4,10,91,x,0.8
CN(c1ccc(OCC(=O)N2CCN(C/C=C/c3ccccc3)CC2)cc1)S(=O)(=O)c1cccs1,-5,0.2,13,-11,-14,1.9,-9,4,92,-1.5,2.8
O=[N+]([O-])c1[nH]cnc1Br,-1,x,-9,x,-2,-0.9,5,-14,x,x,3.3
c1cc2c(cc1[C@H]1OC[C@H]3[C@@H]1CO[C@H]3c1ccc3c(c1)OCO3)OCO2,4,0.6,28,x,-13,-1.0,6,4,105,2.1,3.8
O=[N+]([O-])NC1=NCCN1Cc1ccc(Cl)nc1,7,-1.8,8,-4,-8,-0.4,2,-2,76,0.5,3.6
CC(C)(C)C(=O)N1Cc2cnnn2-c2ccccc2C1C#N (stereo unspecified),-2,x,-1,x,10,-2.4,11,10,95,x,4.8

molecule,PKA-R1A act,Ecoli viability,Tat export inh,SUMO Mot1 rescue,PfHsp90 yeast 2,OPRM1-OPRD1 ag,MOR-DOR inv ag,Arrestin-AP2 inh,Pemphigus Ab inh,AddAB inh,phage Ecoli inh
N=c1sccn1Cc1ccccc1F,0,x,-6,-1,5,1.5,-7,-2,98,x,5.0
COc1ccc(C)cc1NC(=O)N1CCC2(CC1)OCCO2,-16,0.8,6,6,-27,-0.6,3,-9,91,4.2,4.7
COC(=O)C1=C(c2ccc(Cl)c(C(F)(F)F)c2)C[C@@H]2CC[C@H]1N2C(=O)NCCCOC(C)C,-4,1.6,-3,16,-5,-2.0,11,26,80,0.6,x
O=C(CCN1C(=O)COc2ccccc21)N1CCC2(CC1)OCCO2,11,-0.5,-1,6,-5,-0.5,3,6,99,-0.2,0.8
Cc1ccccc1CS(=O)(=O)Cc1ccc(C(=O)N2CCC3(CC2)OCCO3)o1,-8,3.2,5,-18,7,-0.7,4,-4,96,1.0,3.5
COC(=O)COc1cc(C)cc2oc(=O)c3c(c12)CCCC3,-10,1.4,-2,11,x,1.8,-10,-1,100,-1.2,2.5
CCc1ccccc1NC(=O)CSc1nnc([C@@H](N)Cc2c[nH]c3ccccc23)o1,-9,-0.6,-3,-1,-2,1.6,-8,1,103,3.1,4.8
Cc1cc2c(s1)NC(=O)CN=C2c1cccs1,0,-0.9,-3,-7,x,-0.4,2,7,101,1.9,2.8
CC(C)CCC1(CCO)C(=O)NC(=S)NC1=O,-12,x,12,x,x,-2.0,10,2,99,x,1.8
O=c1c2ccccc2nc(/C=C/c2ccc3c(c2)OCO3)n1-c1cccc(O)c1,-12,2.6,-7,-6,14,-1.3,7,39,99,3.2,2.0
O=C(c1ccc2c(c1)OCO2)C1CCCN(CC2CCCCC2)C1 (stereo unspecified),-5,1.6,0,x,-5,1.6,-9,-7,101,0.8,4.8
c1ccc(C2CC3CC(c4ccco4)N2O3)cc1 (stereo unspecified),-5,0.2,-3,-7,56,-0.7,4,-10,102,1.1,2.0
Cc1ccc(S(=O)(=O)N2CN3CCN(C3)C2)cc1,-8,-0.4,-2,11,x,-1.9,11,-8,x,0.2,3.7

Bioassay records deposited in PubChem BioAssay by several laboratories.
